V1aR counter – activates human V1a receptor in oxytocin agonist counter-screen; P37288; CHO-V1R cells, Fluo-8 calcium fluorescence, agonist mode; 0% DMSO, 100% 3 nM vasopressin; activation, % at 3 µM; hit rate 0.25% among 320,000; AID 2797;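 active = activation above the mean activation of all tested compounds plus 3 SD, per screening run, cut at about 20% in these data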;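 also: signal is peak over basal fluorescence ratio across a 100 second FLIPR read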
GPR7 antag – antagonists of human GPR7 (neuropeptides B/W receptor 1); P48145; hit rate 1.1% among 290,000; AID 1861; GPR7-expressing cells, fluorescence antagonist assay; inhibition, % at 4.4 µM; in the data active = inhibition above about 16%, passing the limit was not always enough;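 also: cells stimulated with the agonist NPW; 0% = agonist with vehicle and 100% = vehicle without agonist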
Target sequence (P48145 whole entry, looked up): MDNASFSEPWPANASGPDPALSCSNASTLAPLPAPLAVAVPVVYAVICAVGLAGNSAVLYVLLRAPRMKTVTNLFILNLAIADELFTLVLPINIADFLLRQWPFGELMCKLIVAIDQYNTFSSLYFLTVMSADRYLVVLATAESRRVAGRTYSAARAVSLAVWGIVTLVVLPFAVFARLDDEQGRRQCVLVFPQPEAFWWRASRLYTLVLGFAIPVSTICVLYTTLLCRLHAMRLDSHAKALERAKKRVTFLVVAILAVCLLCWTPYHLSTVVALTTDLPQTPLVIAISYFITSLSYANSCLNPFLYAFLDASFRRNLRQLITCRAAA
OXTR agonist – agonists of human oxytocin receptor. P30559. CHO-OTR cells, Fluo-8 calcium fluorescence; normalized: DMSO 0%, oxytocin 100%. activation, % at 3 µM. hit rate 0.32% among 320,000;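 active = activation above the mean of all tested compounds plus 3 SD, cutoff set per screening run, cut at about 20% in these data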;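 also: peak over basal fluorescence ratio from a 100 s FLIPR kinetic read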
Target sequence (P30559 whole entry, looked up): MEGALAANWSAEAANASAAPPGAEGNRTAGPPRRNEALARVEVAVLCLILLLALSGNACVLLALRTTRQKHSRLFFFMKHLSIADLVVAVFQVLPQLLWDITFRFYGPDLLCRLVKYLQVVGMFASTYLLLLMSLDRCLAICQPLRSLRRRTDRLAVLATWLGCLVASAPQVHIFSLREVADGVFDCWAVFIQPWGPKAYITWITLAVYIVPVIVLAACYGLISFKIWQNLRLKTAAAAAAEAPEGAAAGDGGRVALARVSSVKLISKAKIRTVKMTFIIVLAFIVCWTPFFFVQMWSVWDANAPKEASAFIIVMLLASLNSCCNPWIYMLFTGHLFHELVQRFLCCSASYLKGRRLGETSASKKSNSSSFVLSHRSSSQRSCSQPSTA
NS3 helicase inh – blocks Hepatitis C virus NS3 helicase unwinding | AID 1800 | hit rate 0.56% among 290,000 | NS3 helicase DNA unwinding, Cy5 molecular beacon fluorescence | inhibition, % at 10.9 µM;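 active = inhibition above the mean of all tested compounds plus 3 SD, set per campaign, cut at about 35% in these data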;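 also: 0% = DMSO wells and 100% = thioflavine S control wells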
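Assay system: hepatitis C virus NS3 helicase domain fragment enzyme. Also added: annealed dual-labelled DNA beacon duplex, ATP-started. Timing: 1 h reaction at 25 °C, ATP-initiated. Technique: Cy5 fluorescence at 0 and 60 min, beacon hairpin quenching. Evaluation: % inhibition of unwinding. Replication: one well per compound.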
IMP-1 inhibitor – inhibitors of Pseudomonas aeruginosa IMP-1 metallo-beta-lactamase; purified IMP-1, nitrocefin hydrolysis, epi-absorbance fluorescence; inhibition, % at 5.6 µM; hit rate 0.45% among 290,000; AID 1556;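 active = inhibition above the mean plus 3 SD of all compounds in the same screening run, cut at about 4.5% in these data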;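 also: 0% = IMP-1 with DMSO and 100% = DMSO wells lacking enzyme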
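Assay system: purified recombinant IMP-1 beta-lactamase. Input: IMP-1 0.2 nM before substrate addition. Buffer or medium: Zinc- and detergent-supplemented HEPES buffer, pH 7.1. Schedule: 25 °C, 15 min preincubation, 25 min reaction. Signal: Epi-absorbance fluorescence, 480 nm excitation, 530 nm emission. Evaluation: percent inhibition from optical density relative to buffer-blank wells.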
VIM-2 inhibitor – blocks Pseudomonas aeruginosa VIM-2 metallo-beta-lactamase; AID 1527; inhibition, % at 5.6 µM; hit rate 0.89% among 290,000; purified VIM-2, nitrocefin hydrolysis, epi-absorbance fluorescence;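 active = inhibition above the mean of all tested compounds plus 3 SD, cutoff set per screening run, cut at about 7.5% in these data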;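 also: red hydrolysis product quenches plate fluorescence so inhibitors raise well fluorescence; 0% = enzyme with DMSO and 100% = DMSO without enzyme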
PHOSPHO1 inh – PHOSPHO1 (human) inhibition; Q8TCT1; recombinant PHOSPHO1, absorbance phosphatase assay; inhibition, % at 13.3 µM; hit rate 1.1% among 290,000; in the data active = inhibition above about 60%
GalR3 antagonist – antagonists of human GalR3. O60755. hit rate 0.44% among 360,000. inhibition, % at 3 µM. HEK293 GalR3-CNG cAMP membrane potential fluorescence; galR3 body fused to GalR1 C-terminus;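 active = inhibition above the screen-wide average plus 3 SD, cut at about 13% in these data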;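 also: forskolin and galanin both at EC90 stimulate the cells; cAMP rise reported by CNG channel membrane potential dye signal; 0% = forskolin plus galanin with DMSO and 100% = forskolin alone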
Target sequence (O60755 1-299 limits assumed): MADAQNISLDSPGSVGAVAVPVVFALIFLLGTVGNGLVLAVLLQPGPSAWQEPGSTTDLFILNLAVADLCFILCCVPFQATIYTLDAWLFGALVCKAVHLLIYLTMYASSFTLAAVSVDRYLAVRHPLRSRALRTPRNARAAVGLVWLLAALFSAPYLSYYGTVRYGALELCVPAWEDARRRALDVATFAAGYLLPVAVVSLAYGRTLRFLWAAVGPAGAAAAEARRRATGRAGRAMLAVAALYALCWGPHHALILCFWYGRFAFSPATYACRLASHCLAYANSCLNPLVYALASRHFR
DNA FID counter – fluorescent intercalator displacement, NS3 helicase counter-screen | inhibition, % at 7.9 µM | DNA fluorescent intercalator displacement, fluorescence | hit rate 0.17% among 290,000; in the data active = inhibition above about 37%;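 also: 0% = vehicle and 100% = reference compound; higher means more ethidium bromide displaced from hairpin DNA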
The depositor's hits bear a star; · = no result given.

SMILES	V1aR counter	GPR7 antag	OXTR agonist	NS3 helicase inh	IMP-1 inhibitor	VIM-2 inhibitor	PHOSPHO1 inh	GalR3 antagonist	DNA FID counter
Cc1ccc(C(=O)NC(=S)Nc2cccc(NC(=O)c3ccccc3Cl)c2)cc1[N+](=O)[O-]	0.0	2	0.3	-11	-4.0	-7.5	-24	-1	-3
COc1ccc(/C=C2\CCCC(C(=O)C(F)(F)F)=C2O)cc1OC	-1.1	-19	-1.4	14	-3.1	-2.3	18	·	-6
O=C(Nc1nnc(S(=O)(=O)N2CCCCC2)s1)c1ccccc1Br	4.4	-8	0.8	25	-2.1	-1.3	23	·	-29
CNc1nc(C)c(C(C)(C)C)s1	1.2	-2	0.3	-1	-1.8	-3.2	32	-6	-3
O=C(c1ccc(-n2cccc2)cc1)N1CCN(Cc2ccccc2)CC1	1.3	-4	-0.6	-12	-0.8	-0.9	36	-4	-20
COc1cccc(OCC(O)CNC2CCCC2)c1 (stereo not given)	0.1	-21	1.8	5	-2.3	-2.5	8	-12	-4
CCCn1cnc2c(c1=O)c1nc3ccccc3nc1n2Cc1ccccc1OC	·	2	·	-4	-2.7	-4.5	-10	·	-4
CC1(C)C(=O)C2(CCCC2)C(=O)OC1c1ccco1 (stereo not given)	0.3	-19	0.9	4	-4.0	-0.6	-32	-1	-7
CCOC(=O)N1CCC(NC(=O)CCc2cn(C)c3ccccc23)CC1	1.4	-8	-0.9	-10	-1.3	-2.3	24	-5	-18
CCOn1c(=O)c(-c2cc(OC)ccc2OC)[n+]([O-])c2ccccc21	0.3	-12	-1.2	2	-3.1	-1.6	19	-1	3
CC(C)NC(=S)NCc1cccnc1	-0.1	-10	-0.5	6	-4.7	0.6	-26	-3	-1
O=C(CN1CCN(c2ccc(O)cc2)CC1)N1CCc2ccccc21	0.2	-9	0.2	3	-3.0	-0.2	27	-10	-13
CCCCNC(=O)CSc1nnc(Cc2ccccc2)n1CC	0.2	-3	1.0	-8	4.5*	-1.1	13	-6	-16
CCOC(=O)c1cc2c(ccn2C)n1CC(=O)N1CCN(c2ccccc2OC)CC1	·	-6	·	-1	-2.4	-1.4	-6	·	-24
COc1cccc(C2CC(c3ccccc3OC)n3ncnc3N2)c1 (stereo not given)	0.4	-13	1.8	6	-2.9	-4.5	39	1	-12
COc1cc2c(C(=O)N(C)c3ccc(F)cc3)cn(C)c(=O)c2cc1OC	1.4	1	0.5	13	-4.3	-3.0	19	-10	-20
CN(C(=O)COC(=O)c1ccc[nH]c1=O)C1CCCCC1	0.4	13	0.4	1	-0.8	-0.8	16	-1	-3
O=C(O)CCN1Cc2ccccc2C1=O	0.7	-6	1.2	-6	-1.7	-0.4	3	1	4
COc1ccc(NC(=O)CCN2CCN(S(=O)(=O)c3cc(Cl)ccc3OC)CC2)cc1	8.0	-3	7.8	-5	-1.2	-2.6	4	0	-15
COC(=O)Cc1cc(OC)c(OC)cc1S(=O)(=O)N(C)C	0.9	-12	-0.1	-12	-4.1	-3.1	-4	-5	0

Pulled by structure from above (two):
SMILES	V1aR counter	GPR7 antag	OXTR agonist	NS3 helicase inh	IMP-1 inhibitor	VIM-2 inhibitor	PHOSPHO1 inh	GalR3 antagonist	DNA FID counter
CCCCNC(=O)CSc1nnc(Cc2ccccc2)n1CC	0.2	-3	1.0	-8	4.5*	-1.1	13	-6	-16
CN(C(=O)COC(=O)c1ccc[nH]c1=O)C1CCCCC1	0.4	13	0.4	1	-0.8	-0.8	16	-1	-3

More results follow:
SMILES	V1aR counter	GPR7 antag	OXTR agonist	NS3 helicase inh	IMP-1 inhibitor	VIM-2 inhibitor	PHOSPHO1 inh	GalR3 antagonist	DNA FID counter
O=C(c1ccc(N2C(=O)CCC2=O)cc1)N1CCN(c2ccccc2)CC1	-0.3	-6	0.3	0	-1.6	-2.5	-44	4	-10
CSc1ncc(C(=O)Nc2cccc(Cl)c2C)c(C)n1	0.0	-14	-0.7	-4	-3.6	-2.7	22	-8	-7
O=C(C1CCN(S(=O)(=O)c2ccc(Cl)cc2)CC1)N1CCOCC1	0.5	-3	1.7	-2	0.0	-3.8	26	-2	-4
Cc1ccc(CN2CCC(Oc3cccc(C(=O)NCc4cccnc4)c3)CC2)o1	1.1	12	0.1	-7	-3.1	-3.9	44	-1	-4
COc1ccc(/C(C)=N/N2CCOCC2)c(O)c1	0.5	-10	-0.6	-7	-3.3	-2.4	12	5	0
O=C(O)c1ccccc1OCCOc1ccccc1C(=O)O	3.6	-8	1.1	-1	-8.0	-1.5	-7	-3	1
Cn1c(=O)c2c(nc(N3CCNCC3)n2Cc2cccc3ccccc23)n(C)c1=O	1.6	-13	4.3	3	-4.4	-1.9	5	·	4
CCC(NC(=O)COc1ccc([N+](=O)[O-])cc1)c1ccccc1 (stereo not given)	1.0	-1	-1.1	-12	-0.6	-2.4	21	·	-1
COc1ccc(-c2noc(-c3ccc(C)cc3)n2)cc1	1.2	-6	0.6	-15	-0.1	-4.6	8	-1	-2
CCCNC(=O)c1nc2ncc(Br)cn2n1	0.1	8	0.1	-6	-2.2	-2.1	-20	-3	2

Arranged by count of non-hydrogen atoms (low to high): 12 of the compounds above.
SMILES	V1aR counter	GPR7 antag	OXTR agonist	NS3 helicase inh	IMP-1 inhibitor	VIM-2 inhibitor	PHOSPHO1 inh	GalR3 antagonist	DNA FID counter
O=C(O)CCN1Cc2ccccc2C1=O	0.7	-6	1.2	-6	-1.7	-0.4	3	1	4
CCCNC(=O)c1nc2ncc(Br)cn2n1	0.1	8	0.1	-6	-2.2	-2.1	-20	-3	2
COc1ccc(/C(C)=N/N2CCOCC2)c(O)c1	0.5	-10	-0.6	-7	-3.3	-2.4	12	5	0
CSc1ncc(C(=O)Nc2cccc(Cl)c2C)c(C)n1	0.0	-14	-0.7	-4	-3.6	-2.7	22	-8	-7
COC(=O)Cc1cc(OC)c(OC)cc1S(=O)(=O)N(C)C	0.9	-12	-0.1	-12	-4.1	-3.1	-4	-5	0
O=C(O)c1ccccc1OCCOc1ccccc1C(=O)O	3.6	-8	1.1	-1	-8.0	-1.5	-7	-3	1
CCC(NC(=O)COc1ccc([N+](=O)[O-])cc1)c1ccccc1 (stereo not given)	1.0	-1	-1.1	-12	-0.6	-2.4	21	·	-1
O=C(C1CCN(S(=O)(=O)c2ccc(Cl)cc2)CC1)N1CCOCC1	0.5	-3	1.7	-2	0.0	-3.8	26	-2	-4
COc1cccc(C2CC(c3ccccc3OC)n3ncnc3N2)c1 (stereo not given)	0.4	-13	1.8	6	-2.9	-4.5	39	1	-12
COc1cc2c(C(=O)N(C)c3ccc(F)cc3)cn(C)c(=O)c2cc1OC	1.4	1	0.5	13	-4.3	-3.0	19	-10	-20
Cc1ccc(CN2CCC(Oc3cccc(C(=O)NCc4cccnc4)c3)CC2)o1	1.1	12	0.1	-7	-3.1	-3.9	44	-1	-4
COc1ccc(NC(=O)CCN2CCN(S(=O)(=O)c3cc(Cl)ccc3OC)CC2)cc1	8.0	-3	7.8	-5	-1.2	-2.6	4	0	-15

Next section:
SMILES	V1aR counter	GPR7 antag	OXTR agonist	NS3 helicase inh	IMP-1 inhibitor	VIM-2 inhibitor	PHOSPHO1 inh	GalR3 antagonist	DNA FID counter
O=C(COC(=O)CC12CC3CC(CC(C3)C1)C2)Nc1cccnc1Cl	-1.5	3	-1.9	2	-3.5	-4.3	23	-2	-27
CCOP(=O)(OCC)c1nc(-c2cccc([N+](=O)[O-])c2)oc1N1CCCCC1	-1.2	-6	-1.5	1	-3.2	-3.2	-15	1	-34
Clc1ccc(C2=C3CCCCn4c(-c5ccccc5)c[n+](c43)C2)cc1	1.2	10	-0.2	-80	-3.8	18*	12	0	-12
COc1ccc(NC(=S)Nc2ccc(S(N)(=O)=O)cc2)c(OC)c1	-0.3	-3	0.2	2	-1.0	-0.6	9	-1	13
CN1CCN(c2ccccc2/C=N/NC(=O)c2cccnc2)CC1	5.1	-7	-1.1	4	-3.4	-5.0	43	-4	4
Cc1ccc(C(=O)NC2CCN(CC(=O)NCc3cccs3)CC2)cc1	0.1	-9	-0.9	-3	-4.3	-2.6	0	-2	-2
O=C(Nc1ccc(S(=O)(=O)Nc2ncccn2)cc1)c1ccccc1	0.6	-8	0.7	-4	-2.6	-0.9	34	-9	-2
CN1CCCCc2c1nc1ccccc1c2N (tested in a mixture with another compound)	-0.5	4	0.0	3	1.1	1.6	-16	-1	-1
CCOc1cc(CN2CCN(c3cccc(C(F)(F)F)c3)CC2)ccc1OC	-1.4	5	-2.2	-10	-1.8	-2.1	0	-8	1
Cc1nn(C)cc1/C=N/O	0.1	-4	0.8	-1	0.3	-1.5	-13	-6	1
CCCCC(=O)Nc1ccccc1N1CCN(c2ccccc2)CC1	-1.6	7	-2.3	3	-2.4	-0.4	-15	-1	-30
NC(=O)c1ncc(C(F)(F)F)cc1Oc1ccc(C(F)(F)F)cc1	0.4	-5	0.1	-2	-1.0	-4.7	12	-6	-2
Cc1nn(C)cc1/C=N/NC(=O)c1ccc2c(c1)OCO2	0.3	19	0.4	2	-2.3	-4.7	10	-4	-4
O=C(OCc1ccccc1Cl)c1cc([N+](=O)[O-])ccc1N1CCOCC1	0.5	5	-0.6	-8	-0.8	-0.7	15	-3	-13
CCOc1ccc(S(=O)(=O)NCc2ccc(Cl)cc2)c2cccnc12	-0.4	-20	-2.9	4	-2.9	-3.3	17	-4	-15
COc1ccc(OC)c(S(=O)(=O)NC(C)CCc2ccccc2)c1 (stereo not given)	-1.0	-16	-1.3	-7	-1.7	-2.6	41	-10	-21
Cc1ccc(S(=O)(=O)Nc2cc(C(C(=O)OC(C)C)C(=O)C(F)(F)F)c(O)c3ccccc23)c(C)c1 (stereo not given)	2.4	-11	1.6	21	1.8	-1.7	-11	-4	-3
O=C(COC(=O)c1ccccc1Nc1ccccc1)NCc1ccccc1	0.1	3	-3.0	0	-2.5	0.4	-2	-12	-1
CC(=O)N1CC(C)Oc2ccc(S(=O)(=O)Nc3ccc(Cl)cn3)cc21 (stereo not given)	1.6	-9	2.5	3	-3.8	-4.7	47	3	-23
CCOC(=O)c1c(-c2ccc(C)cc2)csc1NC1=NS(=O)(=O)c2ccccc21	0.2	-9	0.2	1	-1.2	1.4	-9	-2	5
COC(=O)c1cc(S(=O)(=O)NCc2ccc(Br)cc2)c[nH]1	4.8	3	4.8	12	0.0	0.5	33	-2	-1
O=C(NC1CCCC1)c1cccc(Cl)c1	-0.5	-1	-0.9	-5	-2.3	0.3	34	-6	-1
Cc1ccc(-c2nc3ccccc3c(=O)n2CCN2CCOCC2)cc1	-0.5	-7	1.1	10	-2.8	-3.5	-10	-4	5
CCCNCc1cc(OC)c(OCCC)cc1Cl	-0.5	-12	0.3	-1	-0.9	-2.4	-45	-2	6
Cc1cc(=O)[nH]c(N/N=C/c2c(O)n(-c3ccccc3)c(=O)c3ccccc23)n1	0.7	-2	-2.3	4	-2.0	-0.4	4	-5	-6

Source: PubChem BioAssay (several laboratories)

Hits appear at their usual frequency, and some 4.3% of all compounds hit somewhere here.
